PV pol inh – poliovirus RdRp elongation inhibitors, primary screen, biochemical, fluorescence polarization, total intensity | 0.66% of 150,000 active | poliovirus polymerase elongation; hits give low values | % elongation, % (compound at 16.7 µg/mL) | Genome polyprotein (Poliovirus type 1 (strain Mahoney)), P03300 | AID 588519, 2011; in the data active = % elongation below about 90%; note: some results filed as inactive read as strong as hits
Target sequence (P03300 1749-2209 limits assumed): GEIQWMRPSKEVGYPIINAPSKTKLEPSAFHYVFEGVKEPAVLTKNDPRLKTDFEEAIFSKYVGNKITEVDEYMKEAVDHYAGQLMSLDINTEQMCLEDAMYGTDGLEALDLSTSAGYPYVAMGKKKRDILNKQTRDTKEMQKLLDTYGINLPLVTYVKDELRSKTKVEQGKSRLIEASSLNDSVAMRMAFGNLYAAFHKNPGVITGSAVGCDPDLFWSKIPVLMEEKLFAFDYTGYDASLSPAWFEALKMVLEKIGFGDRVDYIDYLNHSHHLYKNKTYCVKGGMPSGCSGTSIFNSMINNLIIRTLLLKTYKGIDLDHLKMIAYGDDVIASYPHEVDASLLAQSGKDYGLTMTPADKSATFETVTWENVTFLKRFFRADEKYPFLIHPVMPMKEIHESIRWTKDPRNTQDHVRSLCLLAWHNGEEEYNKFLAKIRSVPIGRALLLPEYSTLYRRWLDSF
PV pol inh FP z-score – also measured in PV pol inh; calls as there; z-score; measured here: FP z-score; hits read low
Starred values were filed as active, the others as inactive. A portion of the library; count on the stated rates, not on these rows.

SMILES	PV pol inh	PV pol inh FP z-score
Cc1cc(C)cc(NC(=O)CSc2oc(-c3ccco3)nc2S(=O)(=O)c2ccc(Cl)cc2)c1	103	-0.7
O=C(COC(=O)c1cc2ccccc2cc1O)NCc1ccccc1	105	1.8
CCOC(=O)n1cc(C(=O)c2ccccc2O)cn1	104	0.1
COC(=O)c1c[nH]n2c(NC3CCCCC3)c(-c3cccc(Br)c3)nc12	101	-0.3
CCc1cc(=O)oc2c(C)c3c(cc12)CN(Cc1ccco1)CO3	102	0.1
Cc1cc(C)cc(NS(=O)(=O)c2ccc3[nH]cc(C(=O)N4CCCCC4)c(=O)c3c2)c1	106	-0.8
CC1=C(C(=O)OC(C)C)C(c2ccccc2F)C(C#N)=C(N)O1 (stereo not given)	102	0
COc1ccccc1Oc1ccc2c(c1)C(=O)N(c1cccc(O)c1)C2=O	101	0
NC(=O)c1ccc2nc(N)sc2c1	99	-0.5
Cc1ccc2c(c1)c1c3n2CCN=C3CCC1	101	0
COc1ccc(N2C(=O)/C(=C\c3ccco3)N=C2SCC(=O)c2c(N)n(C)c(=O)n(C)c2=O)cc1Cl	103	0
CN1CCC(N(C)c2nc(-c3cccs3)nc3sc4c(c23)CCC4)CC1	99	-0.7
Cc1cc(C)n2nc(CNS(=O)(=O)c3ccc(F)cc3)nc2n1	103	-0.5
CCn1c(COC(=O)CCc2c(C)nc3ncnn3c2C)nc2cc(S(=O)(=O)N(C)C)ccc21	96	-0.8
Cc1ccc(C2=NNC3(S2)C(=O)Nc2ccccc23)cc1 (stereo not given)	143	4.1
Cc1cccc(-c2nc3scc(CCNS(=O)(=O)c4ccc(F)cc4C)n3n2)c1	111	0.7
COc1cc(OC)c(Nc2ncnc3onc(-c4cccc(Cl)c4)c23)cc1Cl	101	-1.4
Cc1ccc(NC(=O)CN2C(=O)CC(c3ccc(C)c(C)c3)=Nc3ccccc32)cc1	105	-0.4
CS(=O)(=O)c1ncc(Cl)c(C(=O)Nc2c(C(=O)c3ccc(Cl)cc3)oc3ccccc23)n1	120	0.4
O=C(Nc1ccccc1)Nc1ccc2ncccc2c1	101	0.1
CSc1ccccc1NC(=O)c1cnn2c(C(F)(F)F)cc(-c3ccco3)nc12	99	-0.5
CCCCN(C)c1ncnc2c1cnn2-c1cccc(Cl)c1	102	-0.9
CS(=O)(=O)NCCSCc1ccccc1	100	0
[O-]/[N+](=C\c1cccs1)c1ccc(Cl)cc1	102	0.1
COc1ccc(CNC(=O)COC(=O)C2COc3ccccc3O2)cc1 (stereo not given)	106	0.4
Cc1cccc(N(CC(=O)Nc2c(C)n(C)n(-c3ccccc3)c2=O)S(C)(=O)=O)c1	99	-0.3
Cc1ccc(NC(=O)Cn2ccn(-c3ccccc3)c(=O)c2=O)cc1	107	0.2
O=C(c1ccco1)N1CCN(Cc2ccc3c(c2)OCO3)CC1	98	-0.5
CC1CCN(C(c2ccc(F)cc2)c2sc3ncnn3c2O)CC1 (stereo not given)	105	0.7
O=C(NCCO)C12CC3CC(CC(C3)C1)C2	101	-0.1
CC(C)CC(=O)Nc1ccc(Cl)cn1	100	-0.5
N#Cc1ccc(-c2c(-n3cccc3)oc(-c3cccs3)c2C#N)cc1	117	2
CCN(CC)S(=O)(=O)c1ccc(-n2nnc(-c3ccc(C)cc3)n2)nc1	97	-0.5
CCN(CC)CCNC(=O)CN1C(=O)COc2ccc(S(=O)(=O)N3CCOCC3)cc21	100	-1.7
O=C(Cn1cncn1)N/N=C/c1ccccc1OC(F)F	104	0.4
CCc1ccc(S(=O)(=O)c2nnn3c2nc(N2CCCC(C)C2)c2cc(Cl)ccc23)cc1 (stereo not given)	100	-1.4
COc1ccc(CCNC(=O)Cn2cc(C(=O)c3ccc(F)cc3)c(=O)c3ccc(C)nc32)cc1OC	109	0.4
C=C(C)C1CCC(C)=C1CC/C(C)=N/NC(N)=O (stereo not given)	100	0.1
Cc1ccc(O)c(C2=Nc3ccccc3N=C(C(F)(F)F)C2)c1	101	-0.2
c1cncc(CNC2C3CC4CC(C3)CC2C4)c1 (stereo not given)	103	0.3
CN(C(=O)CSc1nc2ccccc2n1CC(=O)N(C)c1ccc(F)cc1)c1ccccc1	102	-0.6
Cn1c2c(c(=O)n(C)c1=O)C(c1ccc(Cl)cc1Cl)C(C#N)=C(N)N2 (stereo not given)	104	0.9
COc1ccc(-c2cc(C)no2)cc1S(=O)(=O)N1CC(=O)Nc2ccccc21	100	-0.5
Cc1cccn2c(=O)nc(SCC(=O)Nc3ccccc3)nc12	104	0.5
COc1ccc(NC(=O)c2c(NC(=O)c3cccc(C)c3)sc3c2CCCC3)cc1	104	-0.3
COC(=O)c1ccccc1-c1ccc(/C=C(\C#N)C(=O)NCc2ccco2)o1	103	0.4
Cc1cc(C)c(C#N)c(SCC(=O)c2ccccc2)n1	102	0
CCn1c(O)c(C=Nc2cccc(OC)c2)c(=O)[nH]c1=S	100	-0.1
CC(CS(=O)(=O)c1ccc2c(c1)NC(=O)C(C)S2)C(=O)N1CCc2ccccc21 (stereo not given)	103	0.2
Cc1cn2c(=O)c(C(=O)NCC3CCCC(CNC(=O)c4cnc5sc(C)cn5c4=O)C3)cnc2s1 (stereo not given)	101	-0.6

Following part.
SMILES	PV pol inh	PV pol inh FP z-score
O=C(Nc1ccccc1C(=O)NCCN1CCOCC1)C1=CSCCO1	103	1.6
CCOc1ccc(C(=O)N2CCC(c3nc(-c4ccc(S(=O)(=O)N5CCCC5)cc4)no3)CC2)cc1	110	0.8
CC1CCc2cc(F)ccc2N1C(=O)CN1C(=O)c2ccccc2C1=O (stereo not given)	101	-0.1
C/C(=N/NC(=O)c1sc(NS(=O)(=O)c2ccc(C)cc2)nc1C)c1sc(N)nc1C	103	0.2
CCOC(=O)c1cc(-c2csc(Nc3ccccc3Cl)n2)on1	108	1
O=C(Nc1cccc(F)c1)c1ccc(-c2ccccc2)s1	101	-0.9
Cc1ccc(O)c(C(=O)c2cnc3[nH][nH]c(=O)c3c2)c1	97	-0.1
COc1cc(-c2noc(CCCC(=O)Nc3ccccc3C(F)(F)F)n2)cc(OC)c1OC	102	0.1
CC1CC(C)CN(C(=O)CN2C(=O)c3ccccc3S2(=O)=O)C1 (stereo not given)	98	-0.8
CC(C)NC(=O)NC(=O)CN1c2cccc3cccc(c23)S1(=O)=O	95	-0.9
O=C(N=Nc1c(O)[nH]c2ccccc12)c1cccc(Br)c1	103	0.2
Cc1ccc(C2CCN(C(=S)Nc3ccccc3C)C2)cc1 (stereo not given)	103	0.6
COc1cc2nc(C3CCC3)n(NC(=O)c3ccco3)c(=O)c2cc1OC	99	-0.4
CCOc1ccc2sc(C=NC(C)CC)c(O)c2c1 (stereo not given)	107	0.5
CC1CCCC(NC(=O)c2ccc(C#N)cc2)C1C (stereo not given)	103	0.7
Cc1nnc(NC(=O)C2CCN(S(=O)(=O)c3ccc4c(c3)CCC4)CC2)o1	102	-0.1
O=C(C1CCCN(S(=O)(=O)c2ccccc2)C1)N1CCCc2ccccc21 (stereo not given)	99	-0.3
O=C1c2[nH]nc(-c3ccccc3O)c2C(c2ccccc2)N1Cc1ccco1 (stereo not given)	104	0.5
CN1CC2(C)CN(C(=O)c3ccccc3Cl)CC(C)(C1)C2	99	-0.8
Cc1sc2ncn(CC(=O)NCc3ccccn3)c(=O)c2c1S(=O)(=O)N1CCN(c2ncccn2)CC1	103	0.4
O=S(=O)(c1ccc(Cl)c(Cl)c1)N1CCCCC1	101	0.1
CSc1ccc(S(=O)(=O)N2CCC(C(N)=O)CC2)cc1	102	0.7
CCc1ccccc1NC(=O)C(=O)NCCc1sc(-c2cccc(F)c2)nc1C	106	0
COc1ccc(CNC(=O)c2cccs2)cc1OC	101	-0.4
COc1ccc(NC(=O)c2cc(S(=O)(=O)N3CCCCCC3)cn2C)cc1Cl	104	-0.3
CCOc1ccccc1CNC(=O)c1ccc2nc(Cc3ccc(OC)cc3)oc2c1	103	-0.8
CCOc1ccc(Nc2nc(C)c(NC(=O)c3cccc(OC)c3)c(Nc3ccc(OCC)cc3)n2)cc1	106	-1.7
CCN(C#N)c1nc(OC)nc(N2CCOCC2)n1	103	0.6
COc1cc2c(=O)c(C(=O)c3ccc(C)c(C)c3)cn(Cc3ccc(F)cc3)c2cc1OC	108	0.3
O=C(c1ccc2c(c1)OCCO2)N1CCC(c2nc3ccccc3o2)CC1	106	0.5
Cc1c(Cl)cccc1NC(=O)Cn1nnc2sc3c(c2c1=O)CCCC3	102	-0.7
O=C(Cc1ccccc1)N1CCN(S(=O)(=O)c2ccc(Br)cc2)CC1	103	0.5
CC(CNC(=O)c1cccc(Nc2nc3ccccc3n3cnnc23)c1)c1ccccc1 (stereo not given)	102	0.3
CC(C)c1ccc(S(=O)(=O)N2CCC(N3CCN(Cc4ccccc4)C(=O)C3=O)CC2)cc1	105	-0.5
O=S(=O)(Cc1ccccc1)NCc1ccco1	101	-0.2
CSc1nnc(CNC(=O)N(c2ccccc2)c2ccccc2)n1C(C)C	102	0.1
OCC1CCCN(C(=S)NCCc2ccccc2)C1 (stereo not given)	101	0.3
Cc1ccc(OCC(=O)N(c2ccc(C)cc2)S(=O)(=O)c2ccc(Cl)cc2)cc1	101	-0.6
O=C(Cn1ccn(-c2ccc(F)cc2)c(=O)c1=O)Nc1ccccc1C(F)(F)F	104	-0.4
COC(=O)CS(=O)(=O)c1nc2ccccc2nc1N1CCCCC1	101	-1.4
CC(C)COc1ccc(C(=O)Nc2onc3c2CCCC3)cc1	115	1.5
CC(C)(CSc1n[nH]c(N)n1)NS(=O)(=O)c1ccc(Cl)cc1	102	0.2
COc1ccc(-c2cc(-c3ccc(C)cc3)nc(N3CCCCC3)n2)cc1	103	0.7
O=C(NC1CC1)C1C2C=CC3(O2)C1C(=O)N(C1CC1)C3C(=O)NC1CCCCC1 (stereo not given)	102	-0.2
Cc1ccccc1NC(=O)Nc1ccc(CN2CCCCC2)cc1	106	2
Cc1nn(-c2ccc(F)cc2)c2sc(C(=O)OCC(=O)N(C)C3CCS(=O)(=O)C3)cc12 (stereo not given)	100	-0.6
CCc1ccc(-c2nc(-c3ccc(C)cc3)no2)cc1	102	0.5
O=C(NCCSc1c(-c2ccc(Br)cc2)[nH]c2ccccc12)c1ccc(S(=O)(=O)N2CCOCC2)cc1	110	1.5
COc1ccc2c(CN3C(=O)NC4(CCc5ccccc54)C3=O)cc(=O)oc2c1 (stereo not given)	45	-6.9
CC(=O)NC1(c2ccccc2)CCN(C(C)=O)CC1	105	1

Additional compounds.
SMILES	PV pol inh	PV pol inh FP z-score
O=c1cccc2n1CC1CC(C2)N(c2nc(N3CCCCC3)nc(N3CCCCC3)n2)C1 (stereo not given)	103	0.6
CCCCn1c(C(F)(F)F)nc2c(=O)oc3ccccc3c21	105	1
COc1ccc(NC(=O)CCN2CCCCC2)cc1	104	0.1
CC(C)CN(CC(C)C)S(=O)(=O)c1ccc(C(=O)Nc2sc3c(c2C(N)=O)CCN(C(C)C)C3)cc1	96	-1.8
O=C(CSC1=Nc2ccccc2N=C(c2ccc(F)cc2)C1)Nc1ccc(Cl)cc1	110	0.7
N#CCN(CC#N)C(=O)c1sc2ccccc2c1Cl	103	0
Cc1cccc(NC(=O)C2CCCN(S(=O)(=O)c3ccc4c(c3)CCCC(=O)N4)C2)c1 (stereo not given)	108	0
CC(C)=NNC(=O)CN1C(=O)NC2NC(=O)NC21 (stereo not given)	104	0.4
CC(=O)Nc1cccc(OCC(=O)N2CC(C)CC(C)C2)c1 (stereo not given)	98	-0.6
O=C(CO/N=C/c1ccccc1OC(F)F)N1CCN(S(=O)(=O)c2ccccc2)CC1	104	0.4
COc1ccc(CC(=O)Nc2noc3ccccc23)cc1	103	0.3
CN(C)c1ccc(CNC(=O)C2COc3ccccc3C2)cc1 (stereo not given)	110	0.8
O=C1c2ccccc2C(=O)N1/N=C/c1ccccc1	109	0.7
C=CCn1c2ccccc2c2nnc(SC(CC)C(=O)Nc3nc4c(s3)CCCC4)nc21 (stereo not given)	104	0.5
Cc1nc2ccc(NC(=O)C3CCCN3S(=O)(=O)c3cccs3)cc2s1 (stereo not given)	106	0.3
COc1ccc(C)cc1S(=O)(=O)N(C)CC(N)=O	103	1.6
COc1cc2nc(CN3CCN(S(=O)(=O)c4ccc5ccccc5c4)CC3)[nH]c(=O)c2cc1OC	102	-0.6
O=C(NCCCc1nc2ccccc2n1Cc1ccc(F)cc1)C1CCCCC1	107	0.1
